Compound activity (PubChem)
aSyn rescue: qHTS of alpha-syn Inhibitors | Potency, µM (titrated, usually from 46.1 µM), inactives show at the top dose growth rescue (activation), actives largely listed as activators | actives 0.14% (n = 370,000) | Yeast expressing alpha-synuclein, growth rescue, BacTiter-Glo, 24 h; also: potency is read from the fitted curve at half-maximal effect; % of control where 0% means no effect; nearly all actives have a fitted effect of over 65% in size
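Screening used galactose-induced yeast with toxic alpha-synuclein levels, exposed to compound for 24 hr at 30 deg C. Cell growth, read with BacTiter-Glo luminescence, gave the measured signal.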
Abeta yeast res: qHTS for compounds that reverse cellular toxicity of Amyloid beta (A-beta) peptide in yeast: Primary Screen | yeast expressing A-beta42, growth rescue, OD600, 48 h; response scale: 0% DMSO, 100% iron-clioquinol control | Potency, µM (titrated, usually from 46.1 µM), inactives show top-dose growth rescue, usual class: activators | actives 0.063% (n = 410,000); also: potency is read from the fitted curve at half-maximal effect; nearly all actives have a fitted effect of over 55% in size
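Yeast growth medium received pinned compounds, then yeast cells expressing toxic A-beta were added; plates incubated at 30 C for 48 hr. Growth read as absorbance at 600 nm, normalized to DMSO and equimolar FeCl3 plus clioquinol controls.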
FUS yeast rescue: qHTS for Suppressors of FUS Proteinopathy: Primary screen using FUS-linked yeast assay; S. cerevisiae FUS-expressing, growth rescue, OD600, 24 h; Potency, µM (titrated, usually from 76.6 µM), for inactives: at the top dose growth rescue (activation), most hits filed as activators; actives 0.24% (n = 390,000); AID 1347120, 2019;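 also: potency is read from the fitted curve at half-maximal effect; plate controls were DMSO vehicle for no effect and reference control for full effect; nearly all actives have a fitted effect of over 55% in size; some results filed as inactive show a strong effect at the top dose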
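FUS-expressing yeast, raffinose-pregrown, induced in 2% galactose minimal medium at OD 0.005; compounds in a dilution series, 24hr at 30C. Growth restoration read as absorbance at 600 nm. CP55940 positive control, DMSO negative.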
PTHR1 agonist: qHTS for PTHR1 Agonists: Primary Screen; Potency, µM (series often up to 115 µM), for inactives: at the top dose activation, most hits filed as activators; actives 0.075% (n = 410,000); HEK293 GP2 PTHR1 cells, GloSensor cAMP luminescence, 1 h; also: potency is read from the fitted curve at half-maximal effect; nearly all actives have a fitted effect of over 55% in size; some results filed as inactive show a strong effect at the top dose; inactives centre near -15; many of its hits are not listed in these tables
Target sequence (Q03431 whole entry, looked up): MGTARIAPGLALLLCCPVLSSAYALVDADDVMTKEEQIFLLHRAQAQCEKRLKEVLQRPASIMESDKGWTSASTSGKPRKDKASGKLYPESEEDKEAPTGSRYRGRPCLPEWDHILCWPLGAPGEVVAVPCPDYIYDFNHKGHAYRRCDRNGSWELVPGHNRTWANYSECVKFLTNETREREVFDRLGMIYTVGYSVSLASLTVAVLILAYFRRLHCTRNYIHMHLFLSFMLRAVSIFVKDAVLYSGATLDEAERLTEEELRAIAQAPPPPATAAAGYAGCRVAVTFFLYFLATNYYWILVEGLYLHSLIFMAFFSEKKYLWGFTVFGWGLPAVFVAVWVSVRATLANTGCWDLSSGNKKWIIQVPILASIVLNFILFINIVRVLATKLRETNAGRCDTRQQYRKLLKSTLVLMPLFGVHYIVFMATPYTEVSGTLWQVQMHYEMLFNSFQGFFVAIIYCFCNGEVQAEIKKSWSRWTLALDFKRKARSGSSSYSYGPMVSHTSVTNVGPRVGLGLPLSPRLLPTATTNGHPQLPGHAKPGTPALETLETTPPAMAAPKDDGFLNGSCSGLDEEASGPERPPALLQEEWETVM
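HEK-293-derived GP2 cells expressing PTHR1 and a GloSensor cAMP reporter, 3,000/well, plated overnight, given luciferin plus IBMX (each 0.5 mM as added) for 1 h at 37 °C, then compound for 1 h at 37 °C. Luminescence was read after 15 min at room temperature.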
GLP1R cytotox: qHTS of GLP-1 Receptor Inverse Agonists: Cytotox Screen; actives 0.13% (n = 410,000); HEK293 cAMP-luciferase reporter cells, luminescence, 24 h; Potency, µM (titrated, usually from 38.3 µM), without a hit: top-dose activity change, negative = inhibition, usual class: inhibitors;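 also: loss of luciferase light is scored as toxicity; potency is read from the fitted curve at half-maximal effect; % is scaled to controls: 0 for no effect and ±100 for the full control effect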
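Quantitative HTS format, 1536 wells, 200 cells/uL seeded. Compounds: 23 nL, 24 h, 37 °C. Detection: luciferase reagent, luminescence at 12 min RT; decreased signal taken as cytotoxic.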
TDP-43 yeast inh: qHTS of TDP-43 Inhibitors. TDP-43 expressing yeast growth rescue, BacTiter-Glo, 24 h. Potency, µM (series often up to 46.1 µM), without a hit: top-dose growth rescue (activation), hits mostly activators. actives 1.8% (n = 410,000). AID 652104, 2013; also: potency is read from the fitted curve at half-maximal effect; % of control where 0% means no effect; nearly all actives have a fitted effect of over 50% in size
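Luminescence from BacTiter-Glo reports growth of TDP-43-expressing yeast after 24 hr at 30 deg C with compound. Cells were raffinose-pregrown to mid-log, then seeded in galactose medium at OD600=0.02.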
GLP1R inv ag: qHTS of GLP-1 Receptor Inverse Agonists (Inhibition Mode). HEK293 GLP-1R CRE-luciferase, luminescence, 24 h; GLP-1R form is constitutively active. Glucagon-like peptide 1 receptor (Homo sapiens), P43220. actives 1.6% (n = 410,000). Potency, µM (top dose mostly 38.3 µM), inactives show at the top dose activity change, negative = inhibition, usual class: inhibitors. AID 624417, 2012; also: potency is read from the fitted curve at half-maximal effect; % is scaled to controls: 0 for no effect and ±100 for the full control effect; nearly all actives have a fitted effect of over 55% in size
Target sequence (P43220 whole entry, looked up): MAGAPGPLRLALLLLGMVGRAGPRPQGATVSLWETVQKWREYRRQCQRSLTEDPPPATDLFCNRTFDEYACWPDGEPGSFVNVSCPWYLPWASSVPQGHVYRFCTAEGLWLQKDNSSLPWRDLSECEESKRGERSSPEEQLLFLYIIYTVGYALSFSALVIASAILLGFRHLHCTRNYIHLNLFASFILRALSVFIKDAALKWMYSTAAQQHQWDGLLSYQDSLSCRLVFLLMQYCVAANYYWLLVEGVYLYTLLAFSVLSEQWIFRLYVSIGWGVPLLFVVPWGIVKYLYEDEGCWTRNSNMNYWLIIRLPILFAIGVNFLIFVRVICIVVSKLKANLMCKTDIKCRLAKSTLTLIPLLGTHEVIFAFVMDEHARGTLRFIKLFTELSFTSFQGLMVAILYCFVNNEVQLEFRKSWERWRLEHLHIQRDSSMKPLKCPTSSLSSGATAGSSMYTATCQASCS
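qHTS in 1536-well format: reporter HEK293 cells expressing constitutive GLP-1R activity in DMEM + 10% Nu serum, 24 hr with compounds at 37 deg C, luminescence read after 12 min with detection reagent.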
Akt phos inh: HTS Assay for Inhibitors of Akt Phophorylation: Primary Screen. actives 0.32% (n = 360,000). activity change, % for hits at 50 µM. AID 651550, 2012. Neuro2A IGF-stimulated pAkt S473 HTRF, 20 min; active compounds read low; in the data active = activity change below about -80%; inconclusive = mostly about -51% to -80%; also: % is scaled to controls: 0 for no effect and ±100 for the full control effect
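Neuro2A cells in DMEM with 0.5% FBS, overnight at 37 deg C, given compound at single 50 µM final, then IGF (6 nM final) for 20 min at 37 deg C. Lysed; phospho-Akt Ser473 by HTRF after 24 h, 665/615 ratio.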
Mm-Cpn inhibitor: Inhibitors of TCP-1 ring complex (TRiC) of Methanococcus maripaludis (MmCpn): qHTS; purified Mm-Cpn ATPase, ADP Transcreener TR-FRET; actives 0.031% (n = 330,000); Potency, µM (highest dose often 76.9 µM), inactives show at the highest dose activity, negative = inhibition, usual class: inhibitors; Chaperonin Mm-Cpn (Methanococcus maripaludis); also: potency is read from the fitted curve at half-maximal effect; % is scaled to controls: 0 for no effect and ±100 for the full control effect; nearly all actives have a fitted effect of over 80% in size
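ATPase turnover read by TR-FRET ADP competition (Eu cryptate antibody/ADP-d2, 665/590 nm): 10uM ATP final, 25nM Mm-CPN final, 30 min 37degC after 10-min compound preincubation, pH 7.4 Tris/KCl/MgCl2/DTT buffer.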
* hit, by the source's call; i = inactive; ? = inconclusive; · = not tested or not shown; [ ] = remark or other dose. Unless noted, calls follow the shape of the dose curve; as a rule, active = well fitted curve in the direction sought with a large enough effect; inconclusive = small, poorly fitted or top-dose-only effect, or another doubt; inactive = no such curve, though single readings can be large; an effect the other way counts as inactive or inconclusive.

SMILES | aSyn rescue | Abeta yeast res | FUS yeast rescue | PTHR1 agonist | GLP1R cytotox | TDP-43 yeast inh | GLP1R inv ag | Akt phos inh | Mm-Cpn inhibitor
COc1ccc2c(c1)CC[C@@H]1[C@@H]2CC[C@]2(C)[C@@H](C(=O)O)C[C@@H]12 | -17% | -12% | 14% | 3% | -9% | 20µM* | 29% | i | 0%
CC(C)CCn1c(Oc2ccc(Cl)cc2)nc2c1c(=O)n(C)c(=O)n2C | -2% | -5% | 18% | ? | 10% | -20% | 1% | i | 0%
COc1ccc(N(CC(=O)NCCSc2ccc(C)cc2)S(=O)(=O)c2ccccc2)c(OC)c1 | 11% | 5% | 41% | i | -15% | -15% | ? | i | 0%
CN1CC(=O)N(CC(=O)Nc2cccc(C#N)c2)c2ccccc2C1=O | · | 2% | -6% | i | 12% | 4% | -2% | · | ·
O=C(/C=C\c1ccco1)Oc1cccc2cccnc12 | 3% | -38%[inhibitor] | 10% | i | ? | 22% | ? | i | -1%
CCC(=O)NC(c1ccco1)c1cc(Cl)c2cccnc2c1O (configuration not stated) | 11µM* | 8% | 5% | i | ? | 17% | 7.1µM* | i | 2%
Cc1ccc(NCc2nc3ccccc3n2C)cc1 | 4% | 13% | 0% | -94%[inhibitor] | 13% | 4% | ? | i | 3%
O=C1COc2ccc(C(=O)COC(=O)Cc3ccc(F)cc3)cc2N1 | 1% | -1% | 36% | i | 1% | -21% | 17% | i | -1%
CCOC(=O)N1CCN(Cc2nnc(-c3cccc(Br)c3)o2)CC1 | 3% | -9% | -8% | -27% | -13% | ? | 0% | i | 1%
Cc1cccc(C)c1OCc1cc(C(=O)N(Cc2c(C)nn(C)c2C)C2CC2)no1 | 0% | 14% | 28% | -30% | -12% | ? | 7.9µM* | i | 1%
O=C(N/N=C/c1ccc([N+](=O)[O-])cc1)c1cnccn1 | 6% | -8% | -5% | i | -12% | 25% | 3% | i | 0%
Cc1nc2c(c(C)nn2-c2ccccc2)c(C)c1CCC(=O)Nc1ccccc1 | · | -18% | -23% | 7% | 12% | 5% | -2% | · | ·
C1=C(CCNCC2CC2)CCCC1 | -9% | 13% | 6% | i | -13% | -11% | 0% | i | 0%
CN(C)S(=O)(=O)c1cccc(NC(=O)CN2C(=O)NC3(CCc4ccccc4C3)C2=O)c1 (configuration not stated) | 6% | -1% | 18% | i | -8% | 2% | -3% | i | 0%
COCCCn1cnnc1SCc1nc2sc(C(C)=O)c(C)c2c(=O)[nH]1 | 0% | -4% | -1% | 18% | -10% | -1% | 16% | i | -1%
O=C(CCn1nc(-c2ccc(Cl)cc2)ccc1=O)NCCCN1CCCCCC1 | 1% | 17% | 9% | i | -12% | 5% | -5% | i | ·
CCn1ccc(C(=O)Oc2ccc(C(C)C)cc2)n1 | 1% | -23% | -5% | -6%[57.5 µM] | 27% | -13% | 2% | i | -1%
CCSc1nnc(-c2cccnc2)n1-c1ccc(C)c(Cl)c1 | 6% | -14% | 11% | -9%[57.5 µM] | ? | 3% | 0% | i | -1%
O=C(/C=C/c1ccc(Cl)c([N+](=O)[O-])c1)c1cccnc1 | ? | -27% | -7% | -24% | -1% | 3.2µM* | -1% | i | -2%
COc1ccc(Nc2c(CC(C)C)nc3nc(C)cc(C)n23)cc1 | -2% | 2% | -2% | i | 0% | 11% | 13% | i | ·
CCC(C)NC(=O)COC(=O)c1csc2c1CCCC2 (configuration not stated) | 2% | -4% | -29% | -13% | 7% | 9% | ? | i | 2%
Cn1ccc2c(-c3ccc(CO)cc3)cc3c(c21)C1CCC3O1 (configuration not stated) | ? | -16% | -11% | -18% | 5% | 12% | 13% | i | ·
CN(c1ccc(C(=O)NCCCn2ccnc2)cc1)S(C)(=O)=O | 0% | -7% | -17% | 3% | -6% | 0% | -2% | i | -2%
Cc1cccc(Cn2c(SCC(=O)Nc3ccccc3)nc3c2c(=O)[nH]c(=O)n3C)c1 | -2% | -2% | -1% | -14% | -6% | 0% | -4% | i | 1%
O=C1N=c2ccccc2=C1c1c(O)[nH]c2c(C(F)(F)F)cccc12 | 12% | -10% | -5% | i | 11% | 1% | -18% | i | -3%

GLP1R inv ag: hit marks shown above
canonical_smiles,FUS yeast rescue,PTHR1 agonist,GLP1R inv ag,Akt phos inh,Mm-Cpn inhibitor
CCC(=O)NC(c1ccco1)c1cc(Cl)c2cccnc2c1O (configuration not stated),5%,i,7.1µM*,i,2%
Cc1cccc(C)c1OCc1cc(C(=O)N(Cc2c(C)nn(C)c2C)C2CC2)no1,28%,-30%,7.9µM*,i,1%

The list goes on.
SMILES | aSyn rescue | Abeta yeast res | FUS yeast rescue | PTHR1 agonist | GLP1R cytotox | TDP-43 yeast inh | GLP1R inv ag | Akt phos inh | Mm-Cpn inhibitor
CCCCn1c(CNC(=O)c2cccs2)nc2ccccc21 | 12% | 3% | -20% | i | -6% | 21% | ? | i | 0%
O=C(Cn1nnc(-c2ccc(F)cc2)n1)Nc1ccc2c(c1)OCCO2 | 0% | -1% | 9% | i | 2%[7.66 µM] | 6%[9.22 µM] | -20%[7.66 µM] | i | 2%
CC(=O)N(c1cccc(Br)c1)C1C=CS(=O)(=O)C1 (configuration not stated) | 0% | -10% | -2% | i | -2% | -21% | 18% | i | 0%
Clc1ccc(-n2ncc3c(NCc4ccccn4)ncnc32)cc1 | -8% | -21% | -3% | i | -3% | ? | 0% | i | -1%
COc1cc(NC(=O)c2cnn3c(C)cc(C)nc23)c(OC)cc1Cl | 3% | -5% | · | i | 2% | 19% | 0% | i | -1%
COCC(=O)Nc1ccc2c(c1)OCC(=O)N2Cc1ccccc1F | 4% | 16% | -35% | -34%[inhibitor] | -22% | 19% | 2% | i | 2%
Cc1ccc(CN2CC(C(=O)Nc3nnc(SCc4c(Cl)cccc4Cl)s3)CC2=O)cc1 (configuration not stated) | -2% | 16% | 32% | i | -16% | 1% | 0% | i | -2%
Cc1cc(C)nc(NS(=O)(=O)c2ccc(NC(=O)CN3C(=O)C4CC=CCC4C3=O)cc2)n1 (configuration not stated) | -2% | -3% | -4% | i | 4% | -2% | 6% | i | 0%
CC1CN(C(=O)/C(C#N)=C2\N=C(NC(=O)c3ccc(F)cc3)c3ccccc32)CC(C)O1 (configuration not stated) | 0% | 11% | -6% | -20% | 3% | 4% | -11% | i | -2%
CCc1nnc(NC(=O)C2Cc3ccccc3CN2S(=O)(=O)CC)s1 (configuration not stated) | 1% | 10% | 21% | -6% | 13%[0.307 µM] | -3% | 4%[0.307 µM] | i | 0%
CC1(C)CC2(OC2c2ccccc2)C(=O)c2ccccc21 (configuration not stated) | 1% | 11% | -34% | -27% | 3% | 27% | -20% | i | ·
C=CCOCCN(CCOCC=C)C1=NS(=O)(=O)c2ccccc21 | 5% | 4% | 6% | -24% | 3% | 6% | -14% | i | 2%
CN(Cc1nc2ccccc2[nH]1)Cc1nc(CC2CC2)no1 | -4% | 1% | -20% | -7% | 8% | 2% | -1% | i | 2%
CCOc1nc(-c2ccccc2)ccc1-c1noc(-c2ccco2)n1 | 4% | 14% | 5% | i | -29% | 8% | ? | i | -2%
COc1ccc2[nH]c(C)cc(=O)c2c1 | -1% | -5% | -14% | i | 6% | 5% | 15% | i | 1%
COc1ccc2c(Sc3ccc(Cl)cc3)c(C(=O)N3CCCCC3)[nH]c2c1 | · | ? | -1% | i | -10% | 2% | ? | · | ·
Cc1ccc(NC(=O)CCNC(=O)c2ccccc2Cl)cc1S(=O)(=O)N(C)C | 0% | 9% | · | i | -13% | -23% | 6% | i | -1%
Cc1nc2cc(F)ccc2n1C1CCN(C(=O)c2c(F)cccc2F)CC1 | 10% | 4% | -17% | -23% | 5% | -1% | 6% | i | -2%
COc1ccc(C(=O)N2CCOCC2)cc1Br | 0% | 15% | 2% | i | -1% | 16% | 2% | i | -7%
COc1ccc(S(=O)(=O)N2Cc3ccccc3CC2C(=O)O)cc1OC (configuration not stated) | -1% | 6% | -18% | -17% | 3% | ? | 0% | i | 1%
COc1ccc(OCC(O)CNS(=O)(=O)c2ccc(NC(C)=O)cc2)cc1 (configuration not stated) | 4% | 3% | 11% | i | -7% | 14% | 26% | i | -3%
COc1ccc(OC)c(CN2C(=O)c3ccccc3C2c2nnnn2C2CCCC2)c1 (configuration not stated) | -3% | -11% | 11% | -8% | 6% | -10% | 28% | i | ·
O=C(CCN1C(=O)C2C3CCC(C3)C2C1=O)Nc1ccc(Cl)cc1Cl (configuration not stated) | 7% | 13% | -17% | i | 0% | 1% | -12% | i | 0%
CCC(=O)NC(=S)Nc1ccc(N2CCOCC2)cc1 | 1% | 21% | 6% | i | -4% | -3% | 7% | i | 4%
O=C(CSc1nc2ccccc2c(=O)n1Cc1ccco1)NCc1ccccc1 | -1% | -8% | -24% | i | 2% | -24% | 11% | i | ·

This is a subset (hit frequency here may not be typical).
